Assay outcomes (PubChem)
FBW7 activator: activators of human E3 ligase FBW7; AlphaScreen FBW7–phospho-cyclin E peptide binding, activator screen; normalized activity (activation), % at 26.1 µM; 650,000 tested, 0.13% active; AID 1259310; in the data active = normalized activity above about 1.9%;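 also: purified mutant Fbw7 with reduced substrate affinity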
MITF inh: blocks human microphthalmia-associated transcription factor; O75030; AlphaScreen MITF homodimerization, bead proximity signal; inhibition, % at 2.6 µM; 650,000 tested, 0.91% active; AID 1259374; in the data active = inhibition above about 50%;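 also: 0% = vehicle wells with protein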
Target sequence (O75030 whole entry, looked up): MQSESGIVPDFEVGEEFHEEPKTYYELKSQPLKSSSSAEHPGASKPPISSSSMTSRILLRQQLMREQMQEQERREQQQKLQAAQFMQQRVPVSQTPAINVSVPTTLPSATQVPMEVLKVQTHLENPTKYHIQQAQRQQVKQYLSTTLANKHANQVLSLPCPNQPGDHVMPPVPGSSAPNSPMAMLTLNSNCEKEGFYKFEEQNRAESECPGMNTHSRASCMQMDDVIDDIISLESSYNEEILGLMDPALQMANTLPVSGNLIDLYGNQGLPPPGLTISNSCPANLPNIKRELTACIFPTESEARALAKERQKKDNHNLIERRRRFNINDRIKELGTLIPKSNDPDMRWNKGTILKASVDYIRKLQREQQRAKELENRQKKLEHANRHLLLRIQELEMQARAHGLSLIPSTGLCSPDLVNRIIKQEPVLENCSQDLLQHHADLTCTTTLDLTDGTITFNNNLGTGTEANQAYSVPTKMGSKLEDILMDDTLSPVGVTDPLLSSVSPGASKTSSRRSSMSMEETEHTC
GPR151 activ: activators of human GPR151; AID 1508602; 650,000 tested, 1% active; PathHunter beta-arrestin GPR151 cells, luminescence; activation, % at 11.2 µM; in the data active = activation above about 4.9%;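 also: 0% = median of compound wells and 100% = cells with positive control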
Target sequence (Q8TDV0 whole entry, looked up): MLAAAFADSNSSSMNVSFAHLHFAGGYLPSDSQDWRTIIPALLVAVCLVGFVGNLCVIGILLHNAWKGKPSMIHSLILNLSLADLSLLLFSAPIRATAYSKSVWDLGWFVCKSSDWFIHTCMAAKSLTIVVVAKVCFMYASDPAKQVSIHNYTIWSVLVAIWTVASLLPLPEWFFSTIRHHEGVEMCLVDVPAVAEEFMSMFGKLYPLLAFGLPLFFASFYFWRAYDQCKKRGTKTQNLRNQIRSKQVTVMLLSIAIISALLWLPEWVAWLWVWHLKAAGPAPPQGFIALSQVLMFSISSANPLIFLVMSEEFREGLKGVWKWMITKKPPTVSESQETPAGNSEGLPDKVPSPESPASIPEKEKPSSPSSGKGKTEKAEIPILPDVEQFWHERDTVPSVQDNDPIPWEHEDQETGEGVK
TEAD-YAP block: TEAD-YAP interaction inhibition; 640,000 tested, 1.4% active; HEK-TIYL cells, TEAD-Gal4/YAP UAS-luciferase luminescence; AID 1259422; inhibition, % at 9.12 µM; in the data active = inhibition above about 32%;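 also: 0% = median of test compound wells and 100% = reference inhibitor wells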
Starred values were filed as active, the others as inactive.

SMILES	FBW7 activator	MITF inh	GPR151 activ	TEAD-YAP block
COc1ccc2c(c1)c(CC(=O)Nc1ccc(Cl)cn1)c(C)n2C(=O)c1ccc(Cl)cc1	-0.1	-3	0.8	-6
CCOC(=O)c1c(NC(=O)c2ccccc2F)sc(C(=O)Nc2ccccc2C)c1C	-0.1	3	7.9*	-5
CCn1nc([N+](=O)[O-])c(C(C#N)c2nc3cc([N+](=O)[O-])ccc3o2)c(Cl)c1=O (stereo not drawn)	-0.6	5	-1.3	5
COc1cc(CNc2ccc3ncc(-c4cccc5cccnc45)n3n2)cc(OC)c1OC	-0.2	-15	-0.1	-1
Fc1ccc(-c2cc(N3CCOCC3)nc(-c3ccncc3)n2)cc1	-0.1	-1	-0.1	2
COC(=O)C(N)(c1cc(OC)c(O)c(OC)c1)C(F)(F)F (stereo not drawn)	0.3	13	-1.2	-19
Cc1oc2ccc(OCc3ccc(Br)cc3)cc2c1C(=O)O	-0.3	15	-0.1	3
COc1ccc(N(C(=O)Cn2cccc([N+](=O)[O-])c2=O)C2(C(=O)Nc3c(C)cccc3C)CCCCC2)cc1	-0.2	-15	0.0	-6
CCC1Oc2ccc(Cl)cc2N(CC(=O)NCc2ccc(C)cc2)C1=O (stereo not drawn)	-0.2	0	0.2	1
CC1CCCCC1NS(=O)(=O)c1ccc(F)c(C(=O)Nc2ccc(Cl)c(Cl)c2)c1 (stereo not drawn)	0.0	25	-0.1	2
COC(=O)C/C=N/N=C1/NC(=O)/C(=C/C(=O)O)S1	-0.2	57*	0.8	9
CCCOc1ccc(C(=O)Nc2ccc(NC(=O)c3ccc(Br)cc3)cc2)cc1	-0.1	-7	1.3	-8
COC(=O)[C@@H](NC(=O)CCc1nnc(CCc2ccc(OC)cc2)o1)C(C)C	0.2	11	-1.2	-15
O=C(NC1CCCC1)c1cc(-c2ccccc2O)no1	-0.1	5	3.6	-60
CCOc1ccccc1/C=N/N=C(/c1cccc([N+](=O)[O-])c1)C12CN3CN(CN(C3)C1)C2	-0.1	-1	0.2	0
COC(=O)CNC(=O)c1sc2nc(C)nc(N3CCN(c4ccccn4)CC3)c2c1C	-0.1	16	-0.4	-8
CN(CC(COc1ccccc1)OC(=O)c1ccccc1Cl)C1=NS(=O)(=O)c2ccccc21 (stereo not drawn)	0.1	14	-0.8	12
CCCCNC(=O)COC(=O)c1cc(F)c(F)cc1Cl	0.0	-6	2.2	0
Cc1nn(-c2ccccc2)c(-n2cccc2)c1C(=O)NCc1ccccn1	0.1	10	0.0	1
CCN(CC(=O)NC(C)C)C(=O)[C@H](C)NC(=O)c1ccc(Br)cc1	0.1	7	3.6	3
CCOC(=O)C1=C(C)N=c2s/c(=C\c3cc(Br)c(OCc4ccccc4)c(OCC)c3)c(=O)n2C1c1ccc(OC)cc1 (stereo not drawn)	0.1	7	0.0	-1
COc1cc(/C=C2/SC(=Nc3cccc(C)c3)NC2=O)cc(I)c1O	0.7	1	1.2	-10
CC1=C(C)S(=O)(=O)CCS1(=O)=O	0.1	-5	1.9	-6
O=C(Nc1ccccc1)Nc1cc([N+](=O)[O-])ccc1F	0.0	14	-0.3	13
O=C(CS(=O)(=O)Cc1ccccc1)Nc1ccc([N+](=O)[O-])cc1Cl	0.0	-10	-1.2	-2
Further entries follow:
SMILES	FBW7 activator	MITF inh	GPR151 activ	TEAD-YAP block
CCOc1ccc(C2C(C(=O)NC)=C(C)Nc3nc4ccccc4n32)cc1 (stereo not drawn)	0.0	-1	0.3	-15
Cc1cc(C)nc(Nc2nc3ccccc3c(=O)[nH]2)n1	-0.2	4	-0.3	-28
COCC(=O)N1CCC[C@@H]2CN(C(=O)c3cccc(C(F)(F)F)c3)CC[C@H]21	0.1	-1	-1.0	2
CC(C)c1onc(C(=O)Nc2ccc(F)c(Cl)c2)c1[N+](=O)[O-]	-0.2	-4	0.0	-16
OCCNc1nc2ccccc2n1CN1CCN(c2cccc(Cl)c2)CC1	0.1	-7	-0.7	-9
OCCCNc1ncc(-c2cccs2)cn1	0.0	-1	0.5	-12
CCOC(=O)C(NC(=O)c1ccccc1)(N1CCCC1=O)C(F)(F)F (stereo not drawn)	0.3	3	2.9	-5
Cn1c(=O)oc2ccc(C(=O)CSc3nnnn3-c3ccccc3)cc21	-0.1	4	1.2	-2
Cc1cccc(C(=O)Nc2c3c(nn2-c2ccc([N+](=O)[O-])cc2)CSC3)c1	-0.1	-19	0.5	-6
O=C1c2ccccc2NC(c2ccccc2)N1NS(=O)(=O)c1ccccc1 (stereo not drawn)	0.2	14	-0.8	-2
CCC[C@@H]1NC(=O)[C@H]2CN(C(=O)NCc3ccccc3)CCN2C1=O	0.0	75*	2.7	5
COc1cccc(COC(=O)Nc2ccc(-c3cn[nH]c3)cc2SCCN2CCOCC2)c1	0.2	23	-0.6	-2
O=C(Nc1ccc([N+](=O)[O-])cc1)c1ccc(S(=O)(=O)N2CCCC2)cc1	0.0	5	-0.3	-3
O=C(O)C1C2C=CC(O2)C1C(=O)Nc1cccnc1 (stereo not drawn)	0.6	10	1.2	12
C=CCC(NCc1ccco1)c1ccc(C)cc1 (stereo not drawn)	0.1	8	0.2	0
O=C(Nc1ccc([N+](=O)[O-])cc1)c1ccncc1	0.1	16	-2.3	3
N#Cc1c(-c2cccc(Cl)c2)c(C#N)c2nc3ccccc3n2c1N	0.0	-7	0.7	0
COc1cccc(NC(=O)Cn2c(=O)c(=O)n(Cc3ccccc3)c3ccc(Cl)cc32)c1	-0.1	-2	1.7	1
NNc1nc(N)c2c(n1)-c1ccccc1CC21CCCCC1	0.0	-4	1.2	6
FC(F)Sc1nnc(NCc2ccccc2)s1	-0.1	0	1.2	-26
CC(C)(C)NC(=O)CCc1nc(-c2ccc(Cl)cc2)no1	0.0	-1	-0.2	-63
CCOc1cccc(CNc2cccc(F)c2)c1O	0.0	8	-0.9	-19
COc1ccc(/C=C2/SC(N3CCCCC3)=NC2=O)cc1O	-0.3	-6	4.9	-18
CC(C(=O)N1CCCC(c2[nH]ncc2-c2cccc3ccccc23)C1)N1CCOCC1 (stereo not drawn)	0.1	1	1.1	-6
O=C(NCCn1nnn(-c2ccccc2)c1=O)c1cccs1	0.1	-12	0.3	1
Other records
SMILES	FBW7 activator	MITF inh	GPR151 activ	TEAD-YAP block
Cc1cc(C(=O)Nc2ccc([N+](=O)[O-])cn2)ccc1[N+](=O)[O-]	0.5	9	0.1	-20
Cc1ccc(C(=O)CN(C(=O)c2cccc([N+](=O)[O-])c2)N2C(=O)CCC2=O)cc1	0.0	-8	-0.6	-1
O=C(c1cc(S(=O)(=O)N2CCCCC2)c(Cl)cc1N1CCOCC1)N1CCOCC1	0.0	6	0.4	7
COc1ccc(NC(=O)CC(NC(C)c2ccccc2)C(=O)O)cc1 (stereo not drawn)	-0.2	-8	1.5	-2
N#CCC(=O)NNC(=S)NC(=O)c1ccccc1[N+](=O)[O-]	-0.4	5	1.8	8
Cc1ccc(C)c(SC(C(=O)O)c2ccccc2)n1 (stereo not drawn)	0.0	0	-0.6	-6
O=C(O)CCCCCNC(=O)/C(=C/c1ccc2c(c1)OCO2)NC(=O)c1ccco1	0.2	16	-0.8	1
O=C(Nc1ccc2nc(NC(=O)c3ccccc3Cl)sc2c1)c1ccccc1Cl	0.2	12	0.5	49*
CN(C)c1ccc(/C=C(\NC(=O)c2ccccc2)C(=O)N2CCCCCC2)cc1	-0.1	-4	-0.4	0
O=C(NCc1ccccc1)c1csc(Nc2ccccn2)n1	-0.1	2	3.0	-14
CS(=O)(=O)N(CC(=O)NC1CC1)c1ccc(I)cc1	0.0	-15	-1.9	-18
CC1CCCCC1NC(=O)COC(=O)c1ccc2c(c1)S(=O)(=O)c1ccccc1C2=O (stereo not drawn)	0.0	-44	1.1	4
O=C(/C=C/c1ccc2c(c1)OCO2)Nc1nnc(C(F)(F)F)s1	-0.1	-23	0.6	-8
Cc1ccc(N(Cc2nnc3n2CCCCC3)C(=O)Nc2ccc(Cl)c(Cl)c2)cc1	0.1	1	1.6	9
COc1ccc(-c2nc3ccccc3n2CC(=O)N(c2ccccc2)C(C)C)cc1OC	-0.1	12	-0.4	-2
O=C(NCCc1ccccc1)c1cc([N+](=O)[O-])cc([N+](=O)[O-])c1	-0.1	6	-0.1	-19
Cc1cccc(NC(=O)c2oc(C)nc2C)c1	0.1	3	0.2	5
CC1(c2ccccc2)CC(C)(C)N(C(=O)C(F)(F)F)c2ccc(C(c3ccccc3)(c3ccccc3)c3ccccc3)cc21 (stereo not drawn)	0.3	17	-0.3	5
CCCc1[nH]nc2c1C(c1cccc(OC(=O)c3ccco3)c1)C(C#N)=C(N)O2 (stereo not drawn)	0.2	11	-0.3	-2
Cc1cc(C)nc(N/N=C/c2ccc(C#N)cc2)n1	-0.1	7	-0.2	1
C/C(=N\NC(=O)c1c(C)nc2ccccn12)c1ccc(O)cc1O	-0.2	0	-0.6	17
O=C(NNC(=O)c1cc2sccc2[nH]1)Nc1ccccc1Cl	-0.3	6	0.0	-8
N#CCCNc1ccccc1C(=O)O	0.5	9	1.1	1
O=C(NCC1CCC2(CCN(Cc3ccccc3)CC2)O1)c1ccccc1Cl (stereo not drawn)	-0.1	-3	0.8	-12
COc1ccc(C(=O)N2CCN(S(C)(=O)=O)CC2)c(OC)c1	-0.2	-4	-0.4	-4

Entries from the list above that have bromine:
SMILES	FBW7 activator	MITF inh	GPR151 activ	TEAD-YAP block
Cc1oc2ccc(OCc3ccc(Br)cc3)cc2c1C(=O)O	-0.3	15	-0.1	3
CCCOc1ccc(C(=O)Nc2ccc(NC(=O)c3ccc(Br)cc3)cc2)cc1	-0.1	-7	1.3	-8
CCN(CC(=O)NC(C)C)C(=O)[C@H](C)NC(=O)c1ccc(Br)cc1	0.1	7	3.6	3
CCOC(=O)C1=C(C)N=c2s/c(=C\c3cc(Br)c(OCc4ccccc4)c(OCC)c3)c(=O)n2C1c1ccc(OC)cc1 (stereo not drawn)	0.1	7	0.0	-1

Some of these compounds in order of count of non-hydrogen atoms, low to high.
SMILES	FBW7 activator	MITF inh	GPR151 activ	TEAD-YAP block
N#CCC(=O)NNC(=S)NC(=O)c1ccccc1[N+](=O)[O-]	-0.4	5	1.8	8
COc1ccc(C(=O)N2CCN(S(C)(=O)=O)CC2)c(OC)c1	-0.2	-4	-0.4	-4
COc1ccc(NC(=O)CC(NC(C)c2ccccc2)C(=O)O)cc1 (stereo not drawn)	-0.2	-8	1.5	-2
CCCc1[nH]nc2c1C(c1cccc(OC(=O)c3ccco3)c1)C(C#N)=C(N)O2 (stereo not drawn)	0.2	11	-0.3	-2
Cc1ccc(N(Cc2nnc3n2CCCCC3)C(=O)Nc2ccc(Cl)c(Cl)c2)cc1	0.1	1	1.6	9
COc1ccc(-c2nc3ccccc3n2CC(=O)N(c2ccccc2)C(C)C)cc1OC	-0.1	12	-0.4	-2
CC1(c2ccccc2)CC(C)(C)N(C(=O)C(F)(F)F)c2ccc(C(c3ccccc3)(c3ccccc3)c3ccccc3)cc21 (stereo not drawn)	0.3	17	-0.3	5

(continued)
SMILES	FBW7 activator	MITF inh	GPR151 activ	TEAD-YAP block
COc1ccc(Cl)cc1Nc1ncnc2c1c(-c1ccccc1)cn2-c1ccc(C)cc1	0.2	18	-1.5	-1
COc1cc(CN(C)CCN(C)C)cc2c1OCO2	-0.2	7	-0.7	6
Cc1ccc(S(=O)(=O)N(CC(=O)NC(C)c2ccccc2)c2ccccc2C)cc1 (stereo not drawn)	-0.3	8	0.3	18
CCOC1=NN(c2ccc([N+](=O)[O-])cc2)C(=O)/C1=C\c1ccc(C)cc1	0.3	12	-1.6	1
Cc1cc(NS(=O)(=O)c2ccc(NC(=O)c3c(C)noc3C)cc2)no1	0.0	8	1.0	6
CCC(CC)C(=O)N1CC(C)C(=O)Nc2ccccc21 (stereo not drawn)	0.1	-3	-0.1	-2
O=C(Oc1ccccc1NC1=NS(=O)(=O)c2ccccc21)c1ccccc1Br	0.5	2	0.0	2
O=c1c2ccccc2cnn1-c1ccc(Cl)c(Cl)c1	0.0	11	0.7	-27
Cn1ccc2cc(-c3nccc(NCCCN4CCCC4=O)n3)ccc21	-0.1	8	-0.6	2
CCOC(=O)C1CCCN(C(=O)c2cc3c(=O)oc4ccc(C)cc4c3s2)C1 (stereo not drawn)	0.3	12	-0.7	2
N#C/C(=C\c1cccc(F)c1)c1nc(-c2ccc(Cl)c(Cl)c2)cs1	-0.1	-11	0.9	-4
CCCCSc1nnc2c(n1)OC(c1ccc(SC)cc1)N(C(C)=O)c1ccccc1-2 (stereo not drawn)	-0.1	-5	0.1	-1
CC1CCN(C(=O)CSc2nc3c(c(=O)n2CCc2ccccc2)SC(C)C3)CC1 (stereo not drawn)	-0.2	-2	3.3	-8
O=C(NCc1ccccc1F)C1CCCN1C(=O)Nc1cccc(F)c1 (stereo not drawn)	-0.2	-12	-0.5	-3
Fc1ccc(/C=N/c2nnc3n(/N=C/c4ccc(F)cc4)cnn23)cc1	-0.1	-2	-0.4	-4
COCCNC(=O)c1cccc(OC2CCN(C/C(C)=C/c3ccccc3)CC2)c1	0.2	4	0.5	9
COc1ccc(-n2nc(C(=O)NCC(=O)Nc3cccc(C(F)(F)F)c3)c3ccccc3c2=O)cc1	0.0	9	0.2	12
CCC(=O)c1ccccc1OCCCCn1cncn1	-0.4	74*	0.2	2
O=C(CSc1n[nH]c(=O)[nH]c1=O)Nc1ccc2c(c1)C(=O)c1ccccc1C2=O	-0.1	21	3.0	1
CC1=N/C(=C\c2ccc([N+](=O)[O-])cc2)C(=O)N1c1cc(Cl)ccc1C	-0.1	4	0.5	4
CCOc1cccc2c1OC(c1cccc(F)c1)N1N=C(c3ccco3)CC21 (stereo not drawn)	0.1	-3	2.2	-67
COc1ccc(-c2ccc(SCc3ccncc3)nn2)cc1	0.8	16	-0.6	-5
